GC-B act: GC-B (human) receptor activation | P20594 | HEK293-GC-B cells, CNP EC30, cGMP TR-FRET; 0% at EC30 CNP, 100% saturating CNP | activation, % at 10 µM | 0.11% of 370,000 active | AID 1920062;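 active = activation at 10 µM reaching about 35% in either raw or pattern-adjusted values, limit read from the data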
proKLK7 act: activates the human kallikrein-7 zymogen. AID 652039. purified proKLK7, EDANS-DABCYL substrate fluorescence; 100% is mature enzyme control, 0% vehicle. 0.9% of 370,000 active. P49862. activation, % at 7 µM;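 active = activation above the mean of all tested compounds plus 3 SD, computed per campaign excluding outliers beyond control limits, cut at about 13% in these data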
hcDAF12 agonist: activators of H. contortus DAF-12 nuclear receptor | 1.4% of 370,000 active | HEK293 hcDAF-12 lit1-tk-luc reporter, luminescence; 0% DMSO, 100% Δ7-dafachronic acid | activation, % at 6.8 µM;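 active = activation above the mean of all tested compounds plus 3 SD, cut at about 5.5% in these data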;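 note: 100% = response to 3 µM Δ7-dafachronic acid high control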
ssDAF12 agonist: S. stercoralis DAF-12 activation, primary screen | HEK293 ssDAF-12/GRIP1 lit1-tk-luc reporter, luminescence; % of 3 µM dafachronic acid response | 1% of 370,000 active | AID 652126 | activation, % at 6.8 µM;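 active = activation above the mean over all tested compounds plus 3 SD, cut at about 0.9% in these data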;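 note: 0% = DMSO-only wells and 100% = 3 µM delta7-dafachronic acid wells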
GC-A act: GC-A (human) enzyme activation. 0.14% of 370,000 active. AID 1671463. HEK293 GC-A cells, cGMP TR-FRET, EC30 ANP; 0% at EC30 ANP, 100% saturating ANP. P16066. activation, % at 10 µM; in the data active = activation above about 40%
Target sequence (P16066 whole entry, looked up): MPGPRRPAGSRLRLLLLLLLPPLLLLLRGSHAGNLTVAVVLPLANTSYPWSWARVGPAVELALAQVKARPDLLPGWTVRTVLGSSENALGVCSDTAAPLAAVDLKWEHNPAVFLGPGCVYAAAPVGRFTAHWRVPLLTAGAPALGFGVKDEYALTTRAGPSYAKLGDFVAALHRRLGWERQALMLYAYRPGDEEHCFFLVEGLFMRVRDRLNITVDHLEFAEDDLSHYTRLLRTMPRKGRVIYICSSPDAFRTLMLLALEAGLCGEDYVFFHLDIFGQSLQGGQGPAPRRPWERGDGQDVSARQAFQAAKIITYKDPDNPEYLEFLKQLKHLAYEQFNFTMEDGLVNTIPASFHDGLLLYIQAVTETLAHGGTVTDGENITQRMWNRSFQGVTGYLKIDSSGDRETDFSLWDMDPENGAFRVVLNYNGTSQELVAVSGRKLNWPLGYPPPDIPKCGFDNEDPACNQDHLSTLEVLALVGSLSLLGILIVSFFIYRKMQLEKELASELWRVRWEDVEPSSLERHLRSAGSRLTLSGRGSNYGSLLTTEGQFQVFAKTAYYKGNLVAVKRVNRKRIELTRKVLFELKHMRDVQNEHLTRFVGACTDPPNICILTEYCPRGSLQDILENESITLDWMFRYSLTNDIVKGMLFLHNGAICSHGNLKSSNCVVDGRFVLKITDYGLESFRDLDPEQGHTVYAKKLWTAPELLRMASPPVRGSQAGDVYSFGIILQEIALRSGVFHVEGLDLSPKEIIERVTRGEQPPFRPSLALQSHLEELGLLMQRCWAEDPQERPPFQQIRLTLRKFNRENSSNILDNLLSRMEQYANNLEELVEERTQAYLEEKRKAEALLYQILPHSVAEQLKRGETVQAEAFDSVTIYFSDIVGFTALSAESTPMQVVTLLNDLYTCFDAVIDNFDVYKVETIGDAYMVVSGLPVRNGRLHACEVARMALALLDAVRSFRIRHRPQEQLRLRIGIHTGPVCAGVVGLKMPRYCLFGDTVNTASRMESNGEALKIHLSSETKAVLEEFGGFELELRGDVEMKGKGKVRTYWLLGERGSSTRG
hgDAF12 agonist: hgDAF-12 agonism, primary luciferase screen; HEK293 GAL4-hgDAF12 UAS-luciferase reporter, agonist luminescence; normalized to butyrate control; activation, % at 6.8 µM; 1.8% of 370,000 active;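 active = activation above a cutoff set at the mean of all screened compounds plus 3 SD, cut at about 10% in these data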;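 note: 0% = DMSO wells and 100% = sodium butyrate wells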
DAX1 inh-1: NR0B1 (DAX1) inhibition; inhibition, % at 6.75 µM; 0.99% of 340,000 active; HEK293 Gal4-DAX1 luciferase reporter, luminescence; AID 504766;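 active = inhibition above the mean over all tested compounds plus 3 SD, cut at about 4.2% in these data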;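 note: 0% = DAX1-transfected cells with DMSO and 100% = empty-vector control cells with DMSO; inhibition shows as a rise in luminescence from relieved DAX1 repression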
GAA850 FXN act: activators of GAA850 frataxin (FXN) promoter | HEK293 lucGAA850 FXN promoter luciferase reporter, 24 h; percent of 10 µM SAHA response | activation, % at 6 µM | AID 540364 | 0.56% of 360,000 active;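 active = activation above the average of all compounds screened plus 3 SD, cutoff fixed separately per campaign, cut at about 7.5% in these data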;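 note: 0% = DMSO wells and 100% = 10 µM SAHA wells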
DAX1 inh-2: inhibitors of DAX1 repression of SF-1 activated StAR promoter; HEK293T StAR-luciferase reporter, SF-1/DAX-1 repression relief; inhibition, % at 6.8 µM; 1.1% of 370,000 active; AID 652010;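 active = inhibition above the mean over all tested compounds plus 3 SD, cut at about 3.6% in these data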;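 note: 0% = DAX-1 cells with DMSO and 100% = cells lacking DAX-1 with DMSO; higher inhibition means more luminescence from relief of DAX-1 repression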
sPLA2-III inh: Inhibits HGIII-sPLA2 liposome hydrolysis, primary screen. QFRET BODIPY PC-A2 liposome hydrolysis, fluorescence. inhibition, % at 12.2 µM. 0.56% of 370,000 active. AID 743126;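 active = inhibition above mean plus 3 SD of compounds lying within the high and low control bounds, cut at about 19% in these data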;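 note: 0% = median of test compound wells and 100% = no enzyme DMSO wells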
SMARCA2 act: increases SMARCA2 function in MMTV reporter cells | MG213 cells, MMTV-luciferase reporter, dexamethasone, overnight | activation, % at 9.1 µM | 1% of 370,000 active | AID 652017; in the data active = activation above about 7.8%;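 note: 0% = vehicle wells and 100% = reference activator wells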
* marks the source's active call; other numbers are inactive results; . = no result given.

| Structure | hgDAF12 agonist | GC-A act | proKLK7 act | DAX1 inh-1 | GAA850 FXN act | hcDAF12 agonist | DAX1 inh-2 | SMARCA2 act | sPLA2-III inh | GC-B act | ssDAF12 agonist |
| --- | --- | --- | --- | --- | --- | --- | --- | --- | --- | --- | --- |
| COc1cccc(N(C(=O)Cn2nnc(-c3cccs3)n2)C(C(=O)NC(C)C)c2ccc(C)o2)c1 (configuration not stated) | -1.1 | -4 | -0.8 | 0.2 | -1.5 | 1.2 | -0.5 | -1 | 4 | 4 | -1.4 |
| Cc1ccccc1-n1nnnc1SCC(=O)NC1CC1 | 1.2 | -3 | -0.2 | 0.1 | 0.5 | 5.0 | 1.1 | -3 | -1 | 1 | -1.0 |
| CN(C)c1c(N)c(=O)oc2ccccc12 | -1.6 | -2 | -0.4 | -1.5 | 2.2 | 0.9 | 0.4 | 1 | 11 | 3 | -0.5 |
| O=C(NCc1ccccc1)c1cc(C2CCCCN2C(=O)c2ccc3c(c2)CCO3)on1 (configuration not stated) | -2.4 | -1 | 0.1 | . | -1.1 | -0.6 | -1.2 | -2 | 6 | 3 | -1.9 |
| c1ccc2sc(N3CCCN(Cc4nc(-c5cnccn5)no4)CC3)nc2c1 | -3.1 | 1 | 0.8 | -1.9 | -1.1 | -2.6 | -0.5 | -2 | -6 | -3 | -2.2 |
| CC(=O)Nc1ccc(OCCC[n+]2cccc(C(=O)[O-])c2)cc1 | 1.3 | 0 | 0.6 | -0.6 | -0.4 | -1.4 | -0.3 | -1 | 1 | 2 | -0.8 |
| CN(C)S(=O)(=O)c1ccc2c(c1)C(=O)c1cc(S(=O)(=O)N(C)C)ccc1CC2 | 2.6 | -2 | 0.4 | -0.2 | 0.4 | -1.1 | -0.1 | 4 | -12 | 2 | -0.9 |
| Cc1ccc2cc(CN(Cc3ccco3)S(=O)(=O)c3c(C)ccc4nsnc34)c(=O)[nH]c2c1 | -1.8 | -4 | 1.2 | -0.2 | -1.6 | -1.3 | -0.5 | -4 | -4 | 1 | -0.7 |
| C=CC[C@@H](CC(=O)OC(C)(C)C)C(=O)OC[C@@H]1CCCN1C(=O)[C@@H](CC=C)CC(=O)N[C@H](CO)Cc1ccccc1 | -3.4 | 0 | -0.1 | -0.3 | -4.2 | -0.5 | -0.7 | -1 | -5 | -1 | -1.8 |
| OCCC1CN(CC#Cc2ccccc2)CCN1C1CCCC1 (configuration not stated) | -5.6 | 2 | -0.4 | 1.3 | 0.3 | 2.3 | -0.1 | -3 | 2 | 4 | -0.7 |
| Fc1ccc(NC(=S)N2CCCC2)cc1Cl | 1.8 | 5 | 0.2 | -0.3 | 2.4 | -0.8 | 0.2 | -1 | 4 | 1 | -1.5 |
| CSc1nc2nc3c(c(=O)n2[nH]1)CN(Cc1ccccc1)CC3 | 0.1 | 15 | -0.6 | -0.6 | -0.2 | 0.8 | -0.7 | -1 | -3 | 3 | -1.3 |
| CCS(=O)(=O)N1CCC(C(=O)Nc2cccc(F)c2)CC1 | -0.4 | 2 | -0.1 | -1.6 | -0.1 | -1.0 | -0.1 | 0 | 0 | 4 | -1.1 |
| CCN(CC)S(=O)(=O)c1ccc(N2CCOCC2)c(NC(=O)Cc2ccccc2F)c1 | -4.0 | -5 | -0.1 | -1.3 | 2.8 | -1.5 | -0.4 | 0 | -8 | 11 | -1.5 |
| Cc1ccc(NS(=O)(=O)c2cccs2)cc1S(=O)(=O)N1CCCCCC1 | -2.7 | -5 | -0.3 | 0.9 | 0.5 | -0.8 | 0.2 | -3 | -23 | -2 | -0.4 |
| COc1cc(S(=O)(=O)NCC2CCCO2)ccc1Br (configuration not stated) | 0.1 | -2 | 0.1 | 0.1 | 1.0 | -1.3 | -0.2 | 3 | 4 | -6 | -1.1 |
| O=c1c2c3c(sc2nc2n1CCC2)CCCC3 | -1.1 | -3 | 0.7 | 0.5 | -1.2 | -1.4 | -0.7 | -1 | 2 | -6 | -1.4 |
| O=C(Nc1ccc(CN2CCOCC2)cc1)c1ccc(N2CCCC2)c([N+](=O)[O-])c1 | -2.5 | -5 | 0.2 | -0.6 | -1.0 | -2.2 | -0.7 | -2 | -10 | -1 | -1.4 |
| O=S(=O)(NCc1ccccc1)c1ccccc1NCc1ccc(Cl)cc1 | 2.4 | 8 | -0.6 | 0.3 | 1.3 | -0.4 | -0.5 | -3 | -15 | -1 | -1.0 |
| Cc1cccc(-c2nnc(C(C)Nc3cccc(C(=O)NC4CC4)c3)o2)c1 (configuration not stated) | -0.3 | 1 | 0.5 | 3.0 | 1.0 | 0.4 | -0.2 | -1 | -3 | 4 | 0.2 |
| CCOc1ccc(OCC)c(NC(=O)CN(C)S(=O)(=O)c2cnc[nH]2)c1 | -0.6 | -1 | -0.1 | 0.4 | 1.7 | -1.2 | 0.5 | 1 | -17 | -1 | -1.0 |
| CCOC(=O)N1CCN(C(=O)c2ccc(Cl)c(S(=O)(=O)N3CCCC3)c2)CC1 | 1.3 | 3 | 0.0 | 0.0 | 1.9 | -0.4 | -1.3 | 1 | 6 | -2 | -0.8 |
| CC(C)(C)n1nnnc1CN(Cc1cccnc1)Cc1ccccc1Cl | -3.9 | -8 | -0.1 | -0.1 | -1.9 | -1.9 | -1.1 | -4 | -5 | -12 | -1.2 |
| O=C(NCc1ccc(S(=O)(=O)NC2CCCCC2)s1)c1ccccc1 | -0.7 | 5 | -0.2 | 0.6 | 2.2 | -1.4 | 0.4 | -5 | -8 | 1 | 0.6 |
| Cn1cc(S(=O)(=O)c2ccccc2)c(=O)c2cc(Cl)ccc21 | 0.1 | -1 | -0.1 | 1.1 | 1.0 | 1.3 | 0.1 | -2 | 5 | -1 | -1.0 |
| CCc1c(C)nc2nc(NC(C)=O)[nH]n2c1=O | 1.8 | 1 | 0.2 | 0.3 | 1.1 | -0.1 | -0.1 | 3 | 1 | 5 | -1.4 |
| CC[C@@H](NCCCn1ccc(NC(=O)OCc2ccccc2)nc1=O)c1ccccc1 | -1.3 | 3 | -0.1 | 2.2 | -1.9 | 2.6 | -0.6 | -2 | 1 | -1 | -1.2 |
| Cc1ccc(S(=O)(=O)N2CCN(CC(=O)Nc3ccccc3C(=O)NC3CC3)CC2)cc1 | -1.3 | -5 | 0.7 | 0.0 | -0.6 | 0.3 | 0.1 | -3 | 6 | -3 | -0.5 |
| O=C(c1ccco1)N1N=C(c2ccccc2)CC1c1ccc2nccnc2c1 (configuration not stated) | 3.4 | 23 | 0.3 | 1.2 | -2.3 | -0.8 | 0.3 | 4 | -8 | -1 | -1.9 |
| Cc1cc(NC(=O)CCC(=O)N(CCC(C)C)C(C(=O)NCC2CCCO2)c2ccccc2C)no1 (configuration not stated) | 0.4 | -1 | -0.6 | 0.3 | -0.9 | -0.1 | -0.4 | -1 | -6 | 0 | -1.1 |
| O=C(COC(=O)c1cc(S(=O)(=O)N2CCOCC2)ccc1Cl)c1ccc[nH]1 | 0.2 | -1 | 1.1 | 1.9 | 0.5 | -0.6 | 0.4 | 1 | -8 | 5 | -0.5 |
| COc1ccc(N)c(C)c1 | -0.8 | -5 | -0.1 | -0.2 | 0.1 | -2.1 | 0.7 | -5 | 4 | -7 | -0.6 |
| Cc1cccc(CN2C(=O)N/C(=C/c3ccc(C)s3)C2=O)c1 | 2.1 | -6 | -0.4 | 0.0 | -0.3 | -0.9 | -0.2 | 2 | -10 | -6 | -1.6 |
| CC1(C)CC(=O)C2=C(C1)N(c1cccnc1)C(N)=C(C#N)C2c1cccs1 (configuration not stated) | -0.7 | -1 | 0.2 | 0.9 | 1.9 | -2.2 | -0.6 | -2 | -19 | -2 | -0.6 |
| COc1ccc(S(=O)(=O)NC(C)C(=O)NCCN2CCOCC2)cc1Cl (configuration not stated) | 0.5 | 2 | 0.4 | 0.0 | -1.0 | 2.3 | 0.5 | 0 | 3 | -3 | -0.7 |
| COc1ccccc1C(=O)NC(=O)COC(=O)c1ccco1 | -0.4 | 2 | 0.1 | 2.9 | 0.1 | -0.2 | 1.3 | -2 | 7 | -5 | -1.2 |
| O=C(NCCc1ccccc1)c1cccc(NC(=O)C2CCCCC2)c1 | 6.0 | -3 | 1.0 | 2.0 | 0.7 | 2.9 | -0.8 | 1 | -1 | 1 | -0.8 |
| O=C(NCc1ccc(OC(F)(F)F)cc1)C12CN(Cc3ccccc3)CC1C(c1cccc([N+](=O)[O-])c1)=NO2 (configuration not stated) | 1.0 | -3 | 1.0 | 0.5 | 0.0 | -0.8 | 0.3 | 1 | -8 | -2 | -1.1 |
| COc1ccc(CCNC(=O)C2CCN(C(=O)NC3CCCCC3)CC2)cc1 | 1.4 | 4 | 0.0 | -1.9 | -0.3 | 2.6 | -0.8 | -1 | 5 | 3 | -0.6 |
| Cc1nc2c(-c3ccc(F)cc3)cnn2c(N)c1-c1ccc(F)cc1 | -3.6 | -32 | -8.6 | 4.3* | -3.7 | -0.6 | -0.3 | -3 | 3 | -8 | -1.6 |
| CC(=O)c1ccc(Nc2c([N+](=O)[O-])ccc3nonc23)cc1 | -1.2 | -15 | 0.0 | -0.8 | 1.1 | 3.5 | 0.0 | -2 | 1 | -8 | -1.4 |
| CCCCn1c(=S)[nH]c2ncccc2c1=O | 0.7 | 3 | -0.2 | 0.3 | 0.4 | -2.3 | -0.4 | -2 | 3 | 1 | -1.3 |
| CCOc1ccccc1NS(=O)(=O)c1c(C)noc1C | -2.5 | 0 | -0.6 | 1.4 | -1.7 | -0.2 | -0.3 | 2 | 8 | 0 | -1.0 |
| O=C(COC(=O)c1c[nH]c2ccccc12)NC1CCCC1 | 3.7 | 2 | -0.1 | 0.4 | 3.1 | 3.0 | 0.0 | -1 | 1 | -4 | 0.1 |
| O=C(c1cccc([N+](=O)[O-])c1)N1CCN(Cc2ccccc2)CC1 | -0.7 | 0 | 0.6 | 2.5 | 0.7 | -0.8 | 0.1 | -1 | -3 | 2 | -1.0 |
| Cc1cc(C)c(S(=O)(=O)c2ccccc2)c(N(C)C)n1 | -1.6 | -1 | -0.7 | -0.3 | 2.9 | -0.9 | -0.7 | -2 | 9 | 12 | -0.8 |
| CCc1ccc2c(c1)NC(=O)C2(C)Cc1ccccc1C#N (configuration not stated) | -2.9 | -26 | -0.8 | . | -1.3 | -0.5 | -1.9 | -4 | -6 | -17 | -1.7 |
| COc1cc2c3nnc(-c4ccc(F)cc4)c-3cn(Cc3ccc(F)cc3)c2cc1OC | -1.0 | 3 | 13* | -2.5 | 0.2 | -1.8 | -0.8 | 5 | -8 | 13 | -1.0 |
| O=C(Cc1c(O)c2ccccc2[nH]c1=O)OC1CCCCC1 | -1.9 | 7 | 1.7 | -0.2 | 1.6 | -0.6 | -0.4 | 1 | 1 | 13 | -0.6 |
| Cc1cccn2c(CNCC3OCCc4ccccc43)c(C(=O)N3CCCCC3)nc12 (configuration not stated) | 0.1 | 1 | 0.1 | -0.7 | 0.2 | 0.4 | -0.9 | -2 | 3 | 1 | -1.0 |

Screens from PubChem BioAssay.

Outcome played no part in choosing rows (roughly 6.7% active in at least one column).
